SSB-PriA inh: blocks PriA binding to SSB C-terminal tail; hit rate 0.6% among 430,000; inhibition, % at 33 µM; AID 1272365; AlphaScreen SSBct-PriA binding, biotinylated peptide; in the data active means inhibition mostly above about 37%, no sharp cut-off; inactive means mostly below about 20%;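 further: plate controls were negative control peptide for no effect and reference peptide for full effect; strong numbers were not always called active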
* hit, by the source's call; & = joins results of further samples. The list is partial, so the mix of outcomes need not match the whole.

entry | mol | SSB-PriA inh
1 | Cc1ccc(S(=O)(=O)N2CCCC[C@@H]2CCNC(=O)C(=O)NCCO)cc1 | -3
2 | CC(=O)c1nc(Nc2ccccc2)sc1C | -14
3 | O=C(CSc1nc2c(sc3ncccc32)c(=O)n1Cc1ccccc1)NCCc1ccccc1 | -9
4 | CC(=O)Nc1nsc(NC(=O)c2nnn(-c3ccc4noc(-c5ccc(Cl)cc5)c4c3)c2C)n1 | -7
5 | COC(=O)Nc1ccc(S(=O)(=O)NCC(=O)O)cc1 | -1
6 | O=C(Cn1c(=O)oc2ccccc21)N1CCC(c2ccsc2)CC1 | -5
7 | CC(C)(C)C1CCc2c(sc(NC(=O)c3cc4nc(-c5cccs5)cc(C(F)(F)F)n4n3)c2C#N)C1 (configuration not stated) | 2
8 | CCn1c(=NC(=O)c2ccc3ncsc3c2)sc2cccc(OC)c21 | -15
9 | CC(=NNc1cccc(C(=O)O)c1)c1cc2ccccc2o1 | 7
10 | Cc1ccc(S(=O)(=O)NC(=O)Nc2nc3ccc([N+](=O)[O-])cc3s2)cc1 | -8
11 | CC(C)(C)c1ccc(NC(=O)N2CCC(S(C)(=O)=O)CC2)cc1 | -11
12 | Cc1cc2c(c(=O)n1CCCn1ccnc1)C(c1ccccc1F)C(C#N)=C(N)O2 (configuration not stated) | 11
13 | O=C(Nc1ccc2c(c1)CN(C(=O)c1cccs1)CC2)c1ccc(F)cc1 | 5
14 | O=C(CS(=O)(=O)c1ccc2c(c1)S(=O)(=O)N=CN2)N1CCN(c2ccccc2F)CC1 | -5&-20
15 | O=C(NCc1cccc(-c2nccs2)c1)Nc1ccc2c(c1)OCO2 | -8
16 | O=C(Nc1ccc(Cl)c2ncsc12)c1ccco1 | -8
17 | O=C(c1c[nH]c2ccccc12)N1CCS[C@H](c2ccccc2Cl)CC1 | 3
18 | Cc1oc2ccc(OCc3ccccc3)cc2c1C(=O)NCc1ccco1 | -4
19 | CSc1ccc2nc(NC(=O)c3ccnn3C)sc2c1 | -1
20 | CN(C)S(=O)(=O)c1ccc(C(=O)Nc2nnc(-c3ccc(Br)s3)o2)cc1 | 11
21 | CC(C(=O)O)n1c[n+]([O-])c(-c2ccccc2)c1-c1ccccc1 (configuration not stated) | -5
22 | CC1CCc2nc(NC(=O)c3ccc4ncsc4c3)sc2C1 (configuration not stated) | 9
23 | COc1ccc(OC)c(S(=O)(=O)NCc2nnnn2-c2cccc(F)c2)c1 | -6
24 | O=C(NN=Cc1ccc(Br)cc1)c1cc[n+]([O-])cc1 | -9
25 | O=C(CN1CCN(S(=O)(=O)c2cccnc2)CC1)c1cccs1 | -4
26 | O=C(CSc1ccc(-c2ccc3c(c2)OCO3)nn1)c1ccc(F)cc1 | -10
27 | Cc1nc2ccccn2c(=O)c1NC(=O)NC1CCCCC1 | 3
28 | O=C(Cc1ccc(F)cc1)NCCn1ncc2c(=O)n(Cc3ccc([N+](=O)[O-])cc3)cnc21 | -10
29 | O=C(Nc1nnc(-c2ccc(Br)cc2)o1)C1COc2ccccc2O1 (configuration not stated) | 1
30 | O=S(=O)(CCOc1ccccc1)NCCn1ccn2nccc12 | -35
31 | CC(=NNc1nc2ccccc2[nH]1)c1ccc(Cl)s1 | 29
32 | CCC(=O)N1CCN(c2nc3c(C)c(C)ccc3s2)CC1 | 8
33 | CC12CCC(C(=O)O)(c3nc4c(ccc5ncccc54)nc31)C2(C)C (configuration not stated) | -6
34 | CCCN1CCCc2cc(CCNC(=O)COc3ccc(C)cc3)ccc21 | 64
35 | Cc1cc(C(F)(F)F)nc2ccccc12 | 6
36 | CC(=NNC(=O)C(C)Nc1cccc(Cl)c1)c1ccc([N+](=O)[O-])cc1 (configuration not stated) | 23
37 | O=C(NCCCO)C(=O)NCc1ccc(F)cc1 | 10
38 | NC(=S)NN=Cc1cccc(Br)c1 | 4
39 | O=C(Cn1cc(S(=O)(=O)c2ccccc2)c2ccccc21)NCc1ccccn1 | -5
40 | CCc1cccc2sc(NC(=O)c3ccn(C)n3)nc12 | 2
41 | COc1ccc(CC(=NOC(C)=O)c2ccc(OC)cc2)cc1 | -17
42 | O=C(O)c1cc(-c2ccc(F)c(F)c2)on1 | 23
43 | CC(C)C(=O)N1CCc2ccc(NC(=O)c3ccc(F)c(F)c3)cc2C1 | -7
44 | O=C(NCC(c1ccsc1)N1CCOCC1)c1ccc(Cl)c(Cl)c1 (configuration not stated) | 4
45 | O=C(O)CCC(=O)N1CCC2(CC1)CC(=O)c1ccccc1O2 | -15
46 | Cc1nn(-c2nc3c(c(=O)n(Cc4ccccc4F)c(=O)n3C)n2C(C)C)c(C)c1C | -16
47 | O=C(CCOc1ccccc1)Nc1nnc(-c2ccco2)o1 | -11
48 | CC(=O)Nc1ccc(SCC(=O)NCCc2ccccc2)nn1 | -6&1
49 | Cc1ccc(OC2CCN(S(=O)(=O)c3ccc(F)c(C(=O)O)c3)C2)nn1 (configuration not stated) | -1
50 | CCOC(=O)c1c(SCC(=O)Nc2nnc(C)s2)nc(=O)[nH]c1C | -3&4
51 | CC(C)CS(=O)(=O)C1CN(S(=O)(=O)c2ccc3c(c2)CCCC3)C1 | -14
52 | CC(=O)N1CCN(c2ccnc3c2c(=O)n(Cc2cccc(F)c2)c(=O)n3C)CC1 | -10
53 | COc1cc(C=NNC(=O)CCc2ccccc2)ccc1O | -5
54 | CC1(C)Cc2cccc(OCC(=O)N(CCc3cccs3)C3CCOCC3)c2O1 | 0
55 | O=C(Cc1ccc(F)cc1)N1CCN(Cc2nc(C3CC3)cs2)CC1 | -12
56 | O=C(NCCCc1ccccc1)C(=O)NCCc1ccccc1 | -6
57 | Cn1nccc1C(=O)N(CC1CCCO1)c1nc2ccccc2s1 (configuration not stated) | -8
58 | O=C(c1cc(-c2ccc(F)cc2)c[nH]1)N1CCc2ncncc2C1 | -16
59 | O=C(CCCSc1ccc(NC(=O)C2CC2)nn1)NCC1CCCO1 (configuration not stated) | -1
60 | CCOc1ccc(CC2S/C(=N/N=C\c3ccccc3Cl)NC2=O)cc1 (configuration not stated) | -4

Laid out differently: entries from further up.
36. CC(=NNC(=O)C(C)Nc1cccc(Cl)c1)c1ccc([N+](=O)[O-])cc1 (configuration not stated)
  SSB-PriA inh = 23
37. O=C(NCCCO)C(=O)NCc1ccc(F)cc1
  SSB-PriA inh = 10
38. NC(=S)NN=Cc1cccc(Br)c1
  SSB-PriA inh = 4

Looked up above:
Result of compound 41 under SSB-PriA inh: -17
Result of compound 31 under SSB-PriA inh: 29
Result of compound 56 under SSB-PriA inh: -6

Returning to the listing; the seven compounds before the break are reprinted first.
entry | mol | SSB-PriA inh
54 | CC1(C)Cc2cccc(OCC(=O)N(CCc3cccs3)C3CCOCC3)c2O1 | 0
55 | O=C(Cc1ccc(F)cc1)N1CCN(Cc2nc(C3CC3)cs2)CC1 | -12
56 | O=C(NCCCc1ccccc1)C(=O)NCCc1ccccc1 | -6
57 | Cn1nccc1C(=O)N(CC1CCCO1)c1nc2ccccc2s1 (configuration not stated) | -8
58 | O=C(c1cc(-c2ccc(F)cc2)c[nH]1)N1CCc2ncncc2C1 | -16
59 | O=C(CCCSc1ccc(NC(=O)C2CC2)nn1)NCC1CCCO1 (configuration not stated) | -1
60 | CCOc1ccc(CC2S/C(=N/N=C\c3ccccc3Cl)NC2=O)cc1 (configuration not stated) | -4
61 | O=[N+]([O-])c1ccc(Cl)c(S(=O)(=O)N=C(Nc2cccnc2)c2ccccc2)c1 | -8
62 | CCC(=O)NN=Cc1ccc(OS(=O)(=O)c2ccccc2)cc1 | -12
63 | Cc1ccc(S(=O)(=O)Nc2cncc(C(=O)Nc3ccc(C(F)(F)F)cc3)c2)cc1 | -13
64 | Cc1cccn2cc(-c3ccccc3NS(=O)(=O)c3cn(C)cn3)nc12 | -5
65 | Cn1c(=NC(=O)c2ccc(Cl)cc2)sc2cc3c(cc21)OCCO3 | -19
66 | O=C(CC1CCCCN1S(=O)(=O)c1ccc(F)cc1)Nc1ccc2c(c1)OCCO2 (configuration not stated) | 19
67 | O=C(C1CCC1)N(CCc1cccs1)C1CC1 | -10
68 | CS(=O)(=O)N1CCCC(C(=O)Nc2nc3c(s2)CCc2ccccc2-3)C1 (configuration not stated) | -6
69 | CCS(=O)(=O)N1CCCc2cc(NS(=O)(=O)c3ccc(OC)c(Cl)c3)ccc21 | -13
70 | CCn1cc(C=NNC(=O)c2ccc(C#N)cc2F)c2ccccc21 | -9
71 | Cn1c(=O)oc2ccc(S(=O)(=O)Nc3ccsc3-c3nc(C4CC4)no3)cc21 | 1
72 | CC(=NNC=O)c1ccncc1 | -4
73 | Cc1cc(N)nc(Nc2ccccc2C)n1 | -9
74 | CCc1cc(S(=O)(=O)NCCN2CCOCC2)ccc1OC | -3
75 | O=C1CCSCC(C(=O)NCc2ccccc2F)N1 (configuration not stated) | -6
76 | O=C(NCCN1CCn2cc(OCc3ccccc3)c(=O)cc2C1=O)c1ccc(=O)[nH]c1 | -18
77 | NC1=NC(=O)C(CC(=O)Nc2cc([N+](=O)[O-])ccc2Cl)S1 (configuration not stated) | -8
78 | CCN(CC)C(=O)COc1ccc(C=NNC(=O)c2cc(-c3ccccc3OC)nc3ccccc23)cc1OC | 2
79 | O=c1c2scc(-c3ccccc3)c2ncn1Cc1cc(=O)n2ccccc2n1 | -10
80 | COc1coc(C(=O)Nc2ccc(C(N)=O)cc2)cc1=O | -23
81 | CCn1cccc(-c2nnc(SCC(=O)Nc3nc4ccc(C)cc4s3)n2C)c1=O | 1
82 | CCSc1nc2c(c(=O)[nH]1)C(c1cn(-c3ccccc3)nc1-c1ccccc1)C(C(=O)OC)C(C)=N2 (configuration not stated) | -12&-3
83 | Cc1ccccc1-c1ccc(N2CCN(C(=O)Cc3ccc(F)cc3)CC2)nn1 | -8&-3
84 | CCSc1nnc(NC(=O)CSc2nc3c(cnn3-c3ccc(Cl)cc3)c(=O)[nH]2)s1 | -3
85 | Cc1ccc(-c2csc3nc(SCC(=O)Nc4ccccc4F)n(-c4ccccc4)c(=O)c23)o1 | 2
86 | O=[N+]([O-])c1cc2c(cc1C=Nn1c(-c3ccccc3)n[nH]c1=S)OCO2 | -5
87 | CN(CCCNC(=O)c1ccc(C=NO)nc1)CCCN(C)Cc1ccccc1 | 8
88 | Cn1nc(-c2cccc(NC(=O)c3cccnc3)c2)ccc1=O | -1
89 | CCCN1CCCc2cc(CCNC(=O)c3ccccc3)ccc21 | 57
90 | O=C(CNC(=O)OCc1ccccc1)NCc1cncc(-c2ccsc2)c1 | -12
91 | CC(C)c1ccc(NC(=O)c2cccc(-n3cnnn3)c2)cc1 | 1
92 | O=C(NN=Cc1cn(-c2cccs2)nc1-c1ccccc1)c1ccccc1O | -6
93 | Cc1ccccc1NC(=O)c1ccc(NN=Cc2ccccc2O)c([N+](=O)[O-])c1 | -2
94 | COc1ccc(CCNC(=O)Nc2ccc(CN3CCN(c4ccccn4)CC3)cc2)cc1 | 20
95 | O=C(Nc1ccccc1-c1ccc(=O)[nH]n1)c1cc(-c2ccco2)on1 | 19
96 | COc1cc(C=NNC(=O)C2=NNC(=O)C2C)ccc1O (configuration not stated) | 5
97 | COC(C)(CNC(=O)NCc1cccs1)c1ccccc1F (configuration not stated) | -6
98 | OC=c1ccc2cccc3nc(C(F)(F)F)nc1c23 | -4
99 | CCS(=O)(=O)NC1CC(=O)N(c2ccc(C)cc2)C1 (configuration not stated) | 2
100 | COC(=O)c1ccc(N2C(=O)C3ON(c4ccccc4C)C(c4cccs4)C3C2=O)cc1 (configuration not stated) | 0
101 | CCC(C(=O)NCCN1CCC(c2cccs2)CC1)c1ccccc1 (configuration not stated) | 0
102 | CC1(C)Cc2cccc(OCC(=O)N3CCN(c4ncnc5c4nnn5Cc4ccccc4)CC3)c2O1 | -9&3
103 | CC(C)(C)S(=O)(=O)C1CCN(C(=O)c2ccc(S(N)(=O)=O)cc2)C1 (configuration not stated) | -8
104 | CCOC(=O)C1=C(N)n2c(sc(=Cc3cccs3)c2=O)=C(C(=O)OCC)C1c1cccs1 (configuration not stated) | -3
105 | N#Cc1cnc2ccc(F)cc2c1N1CCC(C(=O)NCc2ccccc2Cl)CC1 | 5
106 | Cc1cnc[nH]c1=O | -21
107 | CN1CCCc2cc(C(CNC(=O)Nc3ccc(F)cc3)N3CCOCC3)ccc21 (configuration not stated) | 12
108 | CCOC(=O)c1c(NC(=O)CSc2nc3scc(-c4ccco4)c3c(=O)n2-c2ccccc2)sc2c1CCC(C)C2 (configuration not stated) | -10
109 | COC(=O)c1ccsc1NC(=O)c1ccc(S(=O)(=O)N(C)c2ccccc2)cc1 | -21&-8
110 | O=C1NC(=NN=Cc2cccs2)SC1Cc1cccc(Cl)c1 (configuration not stated) | 0
111 | COc1ccccc1-n1ncc2c(C)nnc(SCc3ccccn3)c21 | 2
112 | O=C(c1cccnc1)N1CCCC[C@H](c2ccc(Cl)cc2)C1 | 6
113 | COc1nn(C)cc1C(=O)NCc1ccc(C)cc1 | -15
114 | O=C(COc1cccc2ccc(N3CCCCC3)nc12)Nc1cc(C(F)(F)F)ccc1Cl | -4
115 | CSc1ccccc1C(=O)Nc1sc2c(c1C(N)=O)CCN(C(C)=O)C2 | -3
116 | COC(=O)N1CCc2ccc(NC(=O)c3c(C)nc4ccccn34)cc2C1 | 4
117 | O=C(O)c1nc2nc[nH]c2cc1Br | -9
118 | COc1cccc(C2C(C(=O)Nc3ccccn3)=C(C)Nc3nnnn32)c1OC (configuration not stated) | 6
119 | CN(CC#CCNC(=O)CN(C)S(C)(=O)=O)Cc1ccccc1 | -13
120 | COc1ccc2c(c1)CCC[C@@]2(O)CNS(=O)(=O)c1cccc(C(F)(F)F)c1 | 2

Part of the list above in order of formula weight, low to high:
entry | mol | SSB-PriA inh
117 | O=C(O)c1nc2nc[nH]c2cc1Br | -9
113 | COc1nn(C)cc1C(=O)NCc1ccc(C)cc1 | -15
96 | COc1cc(C=NNC(=O)C2=NNC(=O)C2C)ccc1O (configuration not stated) | 5

The list goes on:
entry | mol | SSB-PriA inh
121 | O=C(NCC(c1ccco1)S(=O)(=O)c1ccccc1)Oc1ccccc1 (configuration not stated) | -3
122 | Cc1ccc(NC(=O)ON=C2CCCCC2c2ccc([N+](=O)[O-])cc2[N+](=O)[O-])cc1 (configuration not stated) | 7
123 | CSC1=NC(c2ccc(C)cc2)=NCN1c1ccc([N+](=O)[O-])cc1 | 13
124 | O=c1cccnn1CCNS(=O)(=O)c1ccc(F)c(C(F)(F)F)c1 | -11

Screening results from PubChem.
